SRC3 inh: inhibitors of human steroid receptor coactivator 3 (SRC3). Q9Y6Q9. HEK293 GAL4-SRC3 luciferase reporter, luminescence. inhibition, % at 3.6 µM. 360,000 tested, 0.17% active;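 active = inhibition above a per-campaign cutoff, the mean of all compounds plus 3 SD, cut at about 60% in these data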;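 also: 0% = DMSO-treated cells and 100% = gossypol-treated cells at 36 µM; higher means less SRC3-driven luciferase light from the GAL4 reporter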
Target sequence (Q9Y6Q9 whole entry, looked up, the tested form may be a part): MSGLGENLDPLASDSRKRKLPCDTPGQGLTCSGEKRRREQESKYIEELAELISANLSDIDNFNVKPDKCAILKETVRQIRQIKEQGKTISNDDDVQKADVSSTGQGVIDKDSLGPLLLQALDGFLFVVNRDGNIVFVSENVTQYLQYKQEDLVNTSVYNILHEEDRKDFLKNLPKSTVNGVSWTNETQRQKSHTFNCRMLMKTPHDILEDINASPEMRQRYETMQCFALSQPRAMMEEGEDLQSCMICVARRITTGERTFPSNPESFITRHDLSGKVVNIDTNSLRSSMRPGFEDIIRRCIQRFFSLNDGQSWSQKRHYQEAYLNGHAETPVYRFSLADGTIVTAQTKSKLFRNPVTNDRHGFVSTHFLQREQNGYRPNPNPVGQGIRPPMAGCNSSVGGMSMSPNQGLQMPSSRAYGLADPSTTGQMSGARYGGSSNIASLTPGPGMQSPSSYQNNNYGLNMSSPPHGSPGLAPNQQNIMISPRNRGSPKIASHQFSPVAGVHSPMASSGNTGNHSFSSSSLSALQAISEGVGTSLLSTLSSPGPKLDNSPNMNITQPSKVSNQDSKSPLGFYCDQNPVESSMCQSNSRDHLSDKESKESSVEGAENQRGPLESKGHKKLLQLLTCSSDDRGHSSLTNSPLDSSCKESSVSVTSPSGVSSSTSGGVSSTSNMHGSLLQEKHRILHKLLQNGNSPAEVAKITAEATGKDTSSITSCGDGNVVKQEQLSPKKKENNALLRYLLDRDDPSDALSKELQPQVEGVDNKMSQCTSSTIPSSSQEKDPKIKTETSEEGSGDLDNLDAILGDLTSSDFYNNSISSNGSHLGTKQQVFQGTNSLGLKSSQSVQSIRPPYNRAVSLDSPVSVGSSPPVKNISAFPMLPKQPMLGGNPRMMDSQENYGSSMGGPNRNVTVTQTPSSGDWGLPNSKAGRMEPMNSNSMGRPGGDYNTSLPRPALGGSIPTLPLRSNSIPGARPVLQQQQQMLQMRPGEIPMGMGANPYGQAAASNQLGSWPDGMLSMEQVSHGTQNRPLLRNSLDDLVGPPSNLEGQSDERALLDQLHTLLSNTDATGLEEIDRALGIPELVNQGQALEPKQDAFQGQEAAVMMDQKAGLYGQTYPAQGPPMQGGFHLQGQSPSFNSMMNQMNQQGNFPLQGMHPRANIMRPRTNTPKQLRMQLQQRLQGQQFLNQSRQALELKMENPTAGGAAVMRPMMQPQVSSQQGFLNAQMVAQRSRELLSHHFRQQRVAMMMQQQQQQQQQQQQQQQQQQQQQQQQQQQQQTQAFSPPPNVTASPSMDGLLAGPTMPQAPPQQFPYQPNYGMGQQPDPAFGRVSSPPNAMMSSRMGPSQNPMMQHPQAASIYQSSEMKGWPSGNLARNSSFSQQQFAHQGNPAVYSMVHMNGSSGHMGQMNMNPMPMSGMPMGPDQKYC
TLR9-MyD88 inh: blocks human TLR9 binding to MyD88. CHO BLA complementation TLR9-MyD88, CCF4 FRET ratio. inhibition, % at 4.98 µM. 340,000 tested, 0.21% active. AID 504734;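 active = inhibition above the mean over all tested compounds plus 3 SD, cut at about 21% in these data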;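 also: 0% = DMSO only wells and 100% = clavulanate BLA inhibitor control wells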
MC4R barr agon: human MC4R agonism via beta-arrestin | U2OS MC4R beta-arrestin complementation, luminescence; percent of melanotan II response, DMSO zero | 360,000 tested, 0.98% active | AID 540308 | P32245 | activation, % at 8.9 µM;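 active = activation above a per-plate cutoff, the mean activation of sample wells on that plate plus 3 SD, cut at about 8% in these data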
MC4R antagonist: blocks human MC4R cAMP signaling | inhibition, % at 6.5 µM | P32245 | 360,000 tested, 0.48% active | MC4R-expressing cells, MTII-stimulated cAMP, LANCE TR-FRET | AID 540295;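 active = inhibition above its plate's cutoff, the mean of tested wells on that plate plus 3 SD, cut at about 29% in these data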;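 also: 0% = Melanotan II alone and 100% = Melanotan II plus saturating MCL0020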
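Test system: U2OS cells stably expressing human melanocortin 4 receptor (MC4R); also added: Melanotan II challenge; compound: 6.5 µM single dose; timing: 30-min compound preincubation, 1-h Melanotan II challenge, 1-h detection, room temperature; signal: Eu-cAMP/anti-cAMP TR-FRET, emission 671 nm; repeats: one well per compound, no replicates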
NR5A2 inv ag: suppresses constitutive activity of human LRH-1; O00482; HEK293T StAR-luciferase reporter, LRH-1 transfected, 24 h; inhibition, % at 3.6 µM; 360,000 tested, 0.13% active;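 active = inhibition above the mean inhibition of all tested compounds plus 3 SD, cut at about 73% in these data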;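 also: 0% = DMSO wells and 100% = reporter-only cells lacking LRH-1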
EBV LMP1 NFkB: reduces LMP1-driven NF-kappaB luciferase signal; inhibition, % at 12.5 µM; 350,000 tested, 0.69% active; LMP1-induced NF-kappaB luciferase reporter cells, luminescence; in the data active = inhibition above about 41%;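 also: 0% = neutral control wells and 100% = reference inhibitor control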
NOD2 RIPK2 PPI: inhibitors of human NOD2-RIPK2 interaction; O43353; CHO BLA complementation NOD2-RIPK2, CCF4 ratio; inhibition, % at 4.98 µM; 360,000 tested, 0.38% active; in the data active = inhibition above about 21%;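 also: 0% = vehicle only and 100% = reference blocker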
NCOA1 inh: inhibitors of human steroid receptor coactivator 1 (SRC1); HEK293 GAL4-SRC1 luciferase reporter, luminescence; inhibition, % at 3.6 µM; 360,000 tested, 0.12% active; AID 588354;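 active = inhibition above the campaign mean plus 3 SD, with each screening campaign given its own cutoff, cut at about 60% in these data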;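 also: 0% = DMSO treated cells and 100% = gossypol at 36 µM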
COUP-TFII inh: inhibitors of human COUP-TFII (NR2F2). AID 686940. HEK293T NGFI-A luciferase reporter, luminescence. P24468. inhibition, % at 8.6 µM. 370,000 tested, 0.7% active;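 active = inhibition above a per-plate cutoff, mean inhibition of test wells between control levels plus 3 SD, cut at about 38% in these data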;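 also: cells cotransfected with COUP-TFII expression vector driving the NGFI-A reporter; 0% = median of COUP-TF2 test wells and 100% = reporter-only cells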
ABHD5 PLIN5 PPI: ABHD5-PLIN5 protein interaction inhibition. AID 602281. Split G. princeps luciferase complementation, luminescence, 4 h. inhibition, % at 4 µM. Q00G26+Q8WTS1. 360,000 tested, 0.78% active;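 active = inhibition above the mean inhibition across every tested compound plus 3 SD, cut at about 22% in these data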;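 also: 0% = DMSO only wells and the 100% control is not disclosed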
SRC2 inh: inhibits human steroid receptor coactivator 2 | AID 651957 | 370,000 tested, 0.17% active | HEK293 GAL4-SRC2 luciferase reporter, luminescence | inhibition, % at 9 µM;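 active = inhibition above the mean inhibition of all tested compounds plus 3 SD, set per campaign, cut at about 52% in these data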;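 also: 0% = DMSO treated cells and 100% = cells given Gossypol at 36 µM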
The depositor's hits bear a star; / = no result given. Not all compounds are listed (hit frequency here may not be typical).

SRC3 inh	TLR9-MyD88 inh	MC4R barr agon	MC4R antagonist	NR5A2 inv ag	EBV LMP1 NFkB	NOD2 RIPK2 PPI	NCOA1 inh	COUP-TFII inh	ABHD5 PLIN5 PPI	SRC2 inh	mol
-14	9	2.6	15	18	0	-1	3	/	-2	/	Oc1ccc(-n2nnnc2SCc2ccccc2Br)cc1
-50	5	-0.7	-13	-108	-13	-7	-92	-34	10	-98	Cc1ccc(/C=N/Nc2ccc(C(=O)O)cc2)o1
4	1	6.6	-4	23	10	-1	7	-6	-8	13	CCCCCCCNC(=O)C1(CC2CC(c3cccc(Br)c3)=NO2)CCN(C(=O)c2ccccc2)CC1 (stereo not given)
1	0	1.8	15	-6	-8	-7	-16	-7	3	1	N#C/C(=C\c1cccnc1)C(=O)Nc1cccc(Cl)c1
-8	0	0.0	8	-11	5	9	0	4	-2	7	O=C(c1cc(S(=O)(=O)N2CCOCC2)ccc1Cl)N1CCN(c2ccccn2)CC1
-1	2	-1.2	1	-7	-9	5	-3	6	2	-2	CN1C(C(=O)NCc2ccccc2)CC2Cn3c(nc4cc5ccccc5cc43)C21 (stereo not given)
-7	-10	-1.2	3	-3	-27	-2	0	-4	-3	-2	O=C(NCc1cccnc1)Nc1ccccc1C(F)(F)F
-10	/	-0.1	7	-10	/	-5	13	-8	-10	-8	CCOc1ccccc1N(CC)C(=O)c1cc2c(s1)-c1ccccc1S(=O)(=O)C2
-48	1	0.9	11	-31	-25	0	-81	-20	-3	-23	S=C(Nc1ccc(Cl)cc1)Nc1ccc2c(c1)OCCO2
6	3	-1.4	-4	5	0	-6	-22	11	16	-16	CCCN(CCC)C(=O)CC(c1ccc(F)cc1)c1ccco1 (stereo not given)
15	3	3.3	-4	6	4	-2	10	10	9	-9	CN1CCN(C(=S)NC(=O)c2cccc(S(=O)(=O)N(C)C)c2)CC1
9	0	-1.7	5	6	-3	-3	-7	23	2	-8	COc1ccc(OC)c(COC(=O)c2cccc(S(=O)(=O)N3CCCCC3)c2)c1
17	-3	-1.0	4	-13	5	-5	4	13	2	0	COc1ccc(C2C(C(=O)Nc3cccc(C)n3)c3ccccc3C(=O)N2C)cc1OC (stereo not given)
9	4	0.2	6	1	-3	0	10	1	4	14	O=C(COC(=O)c1cccc(S(=O)(=O)N2CCOCC2)c1)NCc1ccc2c(c1)OCO2
6	0	-1.5	24	9	-4	-5	8	17	-5	-14	CC(=O)CSc1nc(N(C)C)nc(N(C)C)n1
13	4	-0.8	13	17	2	5	15	50*	1	15	O=C(Nc1ccc(CN2CCS(=O)(=O)CC2)cc1)c1ccc(C(F)(F)F)cc1
0	2	-0.6	-2	1	-1	-3	20	12	-10	-2	COc1ccc(/C=C/C(=O)N2CCN(c3ccccn3)CC2)cc1OC
11	-5	31*	9	6	24	10	-9	73*	15	31	Cc1cc(C)cc(OCC(O)CN2CCC(CN3C(=O)c4cccc5cccc(c45)C3=O)CC2)c1 (stereo not given)
3	4	0.0	-2	-22	5	2	1	-5	-2	-8	CC(=O)NC(C)c1cc(Cl)c2ccccc2c1O (stereo not given)
10	0	-3.1	12	18	-2	-4	-15	6	-1	15	CN(CC(=O)Nc1cccc(F)c1)C(=O)CCCc1cccs1
-6	-10	-1.0	7	14	10	0	-2	17	-3	-9	O=C(COc1ccc(Oc2ccccc2)cc1)NC1CCS(=O)(=O)C1 (stereo not given)
7	15	0.0	3	17	6	-4	1	12	-2	-20	O=C(NC1CCCC1)c1sc(=S)n2c1[nH]c(=O)c1ccccc12
-18	-4	-0.2	7	15	11	-9	-9	4	4	-11	CC1CCc2c(sc(NC(=O)C(=O)NCc3ccco3)c2C#N)C1 (stereo not given)
4	-2	-0.2	10	-4	-3	3	8	-1	0	8	COc1cccc(S(=O)(=O)N(C)C[C@H]2OCc3cnnn3CCCC(=O)N([C@@H](C)CO)C[C@@H]2C)c1
-4	6	0.8	-3	4	-3	0	1	1	-6	-16	CCOC(=O)C1(CC2CC2)CCN(Cc2ccc(C(=O)OC)cc2)CC1
-24	-5	0.6	3	11	-6	-8	-3	6	-3	6	CCN(CCc1ccccc1)c1ccc2c(c1)C1CC2CCN1Cc1ccccc1 (stereo not given)
5	-2	2.8	7	-5	0	-6	2	37	0	10	CC(C)OCCCNc1nc(-c2ccccc2)nc2ccccc12
12	-14	-1.1	10	-17	-1	-7	1	-14	2	7	Cc1ccc(C(=O)NC(=O)CSc2nnc(C)s2)cc1
-4	-2	-1.8	5	-7	-12	-4	8	4	0	-22	Cc1occc(=O)c1OCc1ccccc1
-19	-11	0.3	-3	-21	3	-2	-15	-24	2	-20	Nc1cnc(CNc2ccccc2Cl)cn1

The last 3 compounds of the section before lead into the next.
SRC3 inh	TLR9-MyD88 inh	MC4R barr agon	MC4R antagonist	NR5A2 inv ag	EBV LMP1 NFkB	NOD2 RIPK2 PPI	NCOA1 inh	COUP-TFII inh	ABHD5 PLIN5 PPI	SRC2 inh	mol
12	-14	-1.1	10	-17	-1	-7	1	-14	2	7	Cc1ccc(C(=O)NC(=O)CSc2nnc(C)s2)cc1
-4	-2	-1.8	5	-7	-12	-4	8	4	0	-22	Cc1occc(=O)c1OCc1ccccc1
-19	-11	0.3	-3	-21	3	-2	-15	-24	2	-20	Nc1cnc(CNc2ccccc2Cl)cn1
8	5	-1.0	15	4	-4	1	-13	4	-6	1	CC1(C)CC(=O)C(C(O)c2ccccc2)C(C)(C)N1 (stereo not given)
17	23*	-0.3	-5	-5	-1	1	-20	10	3	2	C=CCn1nc2n(c1=O)-c1ccccc1SC2
-3	-9	-0.6	3	-11	3	-5	6	3	3	-6	CCO[C@H]1OC(C(=O)NC2CC2)=C[C@@H](C2CC2)[C@@H]1CCCO
-34	-2	-0.8	-1	10	-2	-1	-49	4	-3	-6	COc1ccc(CNC(=O)C2Cc3cc(S(=O)(=O)N4CCCC4)ccc3N2C(C)=O)c(OC)c1 (stereo not given)
18	2	6.1	8	3	2	-1	2	13	-1	14	O=C(COc1ccccc1)NC(=S)Nc1cccc(NC(=O)c2ccccc2Cl)c1
9	-1	-1.3	6	15	-4	-1	1	-7	2	-57	Cc1nnc(SCC(=O)N(C(C)C)C(C)C)[nH]c1=O
2	-4	-2.1	17	21	-3	-7	12	2	-2	19	N#Cc1ccc(S(=O)(=O)NCC(=O)OCC(=O)NCCc2ccccc2)cc1
-36	-3	0.1	-4	-1	5	-3	-6	-2	-12	4	C/C=C(\C)C(=O)NCCN1C2=NC[C@H](Cc3ccccc3)N2C[C@@H]1Cc1ccc(OC)cc1
4	10	3.3	13	-4	3	-4	2	-19	10	-1	O=C(COC(=O)/C=C/c1cccc(Cl)c1Cl)Nc1ccc2[nH]c(=O)[nH]c2c1
-16	1	0.5	1	-43	-6	5	-61	-11	-3	-12	O=C(CSCc1c(Cl)cccc1Cl)Nc1ccc2c(c1)OCCO2
8	1	0.2	3	-6	4	-2	-5	6	1	-2	COc1ccc(N2CCC(CNC(=S)Nc3ccc(C)cc3C)C2)cc1 (stereo not given)
6	9	1.5	2	-22	-2	4	-20	-20	3	4	O=C1CCc2cc(NS(=O)(=O)c3ccccc3)cc3c2N1CCC3
-14	1	-0.4	5	-33	-26	-1	-27	-15	12	-25	O=C(N/N=C/C(Br)=C/c1ccccc1)c1cccnc1
/	/	/	/	-13	/	-6	/	-25	4	8	COc1ccc(CN2C(=O)CSCC2(C)C(=O)Nc2c(C)cccc2C)cc1OC (stereo not given)
-1	-7	-2.2	3	6	6	-4	-9	5	5	19	Cc1cccc(NC(=O)CN2CCN(C(=O)c3ccc(OCc4cn5ccccc5n4)cc3)CC2)c1C
16	0	0.5	5	2	2	-4	-3	1	-3	-14	O=C(O)CN=C(NS(=O)(=O)c1ccc(Cl)cc1)c1ccccc1
16	-6	0.2	4	14	0	-3	-1	5	2	5	Cc1cc(NC(=O)CSCC(=O)N2CCN(c3cccc(C)c3C)CC2)no1
11	/	0.1	12	-6	/	7	-5	2	-2	4	COc1ccccc1-c1noc(CCCC(=O)Nc2ccc(C(N)=O)cc2)n1
-4	-9	-2.5	11	3	1	-4	11	16	5	12	O=C(NC(=S)Nc1ccc(Cl)c(C(=O)O)c1)c1cncc(Br)c1
-6	/	-0.4	6	1	/	4	8	10	3	14	COc1ccc(OC)c(NC(=O)C2(C)CCN2C(=O)C2(c3ccccc3)CCCC2)c1 (stereo not given)
-23	/	1.4	3	0	/	5	-25	-2	-6	-9	O=Nc1c(-c2cccc([N+](=O)[O-])c2)nc2ncccn12
-6	-13	-0.1	4	4	16	0	-6	-6	2	-14	CCN1C(=O)[C@@H]2[C@@H](c3ccc(-c4ccc(F)cc4)cc3)N3CCCC[C@@]3(C(=O)OC)[C@@H]2C1=O
-31	-5	7.0	6	-39	-4	-1	-50	6	-5	-35	Fc1ccc(-c2ccc(-c3nn4c(-c5ccco5)nnc4s3)o2)cc1

Screening data: PubChem, several laboratories
